Assay outcomes as filed in PubChem BioAssay.
Measles CPE = compounds protecting cells from measles virus cytopathic effect, primary screen, measles RdRp inhibitor project, single point, MLSMR library, absorbance; protection (pct of control), % at 4 µM; 140,000 compounds, 1.5% hits; AID 841, 2007; Measles virus-infected cells, CPE protection; in the data active = protection mostly above about 24%, no sharp cut-off; inactive = mostly below about 26%; also: some compounds called inactive have numbers as strong as hits
bCat KO growth = primary screen for growth suppressors in beta-catenin knockout HCT116 cells (colon tumor, human) | HCT116 beta-catenin knockout viability, CellTiter-Glo, 60 h; hits give low values | 140,000 compounds, 1.5% hits | viability, % at 10 µM;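 active = viability at or under a set limit, the compound median less 4 SD, cut at about 6% in these data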;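 also: 0% = Hyamine 1622 control at 20 µM and 100% = untreated cell control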
NPY-Y2 antag = NPY-Y2 receptor antagonists, primary screen, cell-based. inhibition, % at 2.7 µM. 140,000 compounds, 0.99% hits. Neuropeptide Y receptor type 2 (Homo sapiens), P49146. NPY-Y2 expressing cells, antagonist mode; in the data active = inhibition above about 17%;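 also: 0% = vehicle with agonist challenge and 100% = reference antagonist with challenge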
Target sequence (P49146 whole entry, looked up): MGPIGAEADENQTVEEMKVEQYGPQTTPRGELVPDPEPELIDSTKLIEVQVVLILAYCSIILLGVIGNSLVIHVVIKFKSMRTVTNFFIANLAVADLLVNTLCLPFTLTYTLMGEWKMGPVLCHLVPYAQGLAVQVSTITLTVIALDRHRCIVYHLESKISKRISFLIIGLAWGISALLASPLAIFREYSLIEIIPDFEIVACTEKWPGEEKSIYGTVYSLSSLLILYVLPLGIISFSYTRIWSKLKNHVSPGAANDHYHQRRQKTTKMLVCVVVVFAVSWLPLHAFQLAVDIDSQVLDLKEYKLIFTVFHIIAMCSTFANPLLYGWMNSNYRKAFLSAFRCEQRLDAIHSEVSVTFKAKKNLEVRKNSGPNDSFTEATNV
MRP-1 activ = H69AR viability gain despite doxorubicin, primary screen, MRP-1 activator project, H69AR cells, CellTiter-Glo; 140,000 compounds, 0.61% hits; viability rescue; viability increase, % at 10 µM;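 active = viability gain under doxorubicin at or above a set limit, the compound median plus 3 SD, cut at about 4.7% in these data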;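 also: MRP-1 overexpressing cells given doxorubicin 25 µM after compound pretreatment; 18-22 h compound pretreatment then 72 h with doxorubicin before readout; 0% = doxorubicin-only wells and 100% = vehicle-treated cells without doxorubicin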
PTEN del growth = growth suppression of PTEN-null HCT116, primary screen, cell-based, CellTiter-Glo; HCT116 PTEN-null viability, 60 h; hits give low values; viability, % at 10 µM; 140,000 compounds, 1.2% hits; AID 827, 2007;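 active = viability at or below a set limit, 4 SD under the median of all tested compounds, cut at about 3.7% in these data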;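 also: PTEN knockout HCT116 line with beta catenin targeted HCT116 as companion control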
BB579 growth dn = growth inhibitors of yeast BB579 in restrictive medium, primary screen, yeast lifespan-shortening project, S. cerevisiae; 140,000 compounds, 0.51% hits; AID 804, 2007; OD615, 48 h; inhibition, % at 10 µM;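 active = inhibition above a set limit, 3 SD over the mean compound inhibition, cut at about 44% in these data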; also: inactives centre near -24
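Test system: DeaD yeast strain BB579 / Buffer or medium: restrictive glucose-based CSMM-D medium / Doses: single 10 µM dose / Schedule: 4 h cell preincubation, 48 h compound exposure, 30 °C humidified / Technique: culture absorbance at 615 nm / Controls: amphotericin B positive control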
E-sel TNF inh = E-selectin induction blockers in HUVEC – imaging, immunofluorescence, high content, primary screen; HUVEC TNFa-induced E-selectin immunofluorescence; inhibition, % at 2 µM; 120,000 compounds, 0.71% hits; AID 1246, 2008;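 active = inhibition above the batch mean plus 3 SD, and confirmed as a hit on visual image review, cut at about 43% in these data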;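 also: 0% = TNF-stimulated DMSO wells and 100% = unstimulated control wells; not every result past the cut was called active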
Phagocyt inh = inhibitors of macrophage phagocytosis, primary screen, imaging, J774A.1 cells, IgG beads. inhibition, % at 5 µM. AID 1029, 2008. J774A.1 macrophage IgG-bead phagocytosis. 110,000 compounds, 0.07% hits;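 active = inhibition above the mean of the plate negative controls plus 5 SD, cut at about 13% in these data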;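 also: phagocytic index as fraction of beads internalized from green versus red external bead signal; plate controls were DMSO negative control for no effect and cytochalasin-D positive control for full effect; some results beyond the cut were filed as inactive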
GALR2 blocker = GALR2 antagonists in receptor-expressing cells, primary screen; 140,000 compounds, 0.39% hits; antagonist mode; Galanin receptor type 2 (Homo sapiens), O43603; inhibition, % at 4 µM; in the data active = inhibition above about 27%;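 also: cells stimulated with galanin 1-16 at roughly its EC80; 0% = agonist challenge control and 100% = basal control without agonist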
Target sequence (O43603 whole entry, looked up): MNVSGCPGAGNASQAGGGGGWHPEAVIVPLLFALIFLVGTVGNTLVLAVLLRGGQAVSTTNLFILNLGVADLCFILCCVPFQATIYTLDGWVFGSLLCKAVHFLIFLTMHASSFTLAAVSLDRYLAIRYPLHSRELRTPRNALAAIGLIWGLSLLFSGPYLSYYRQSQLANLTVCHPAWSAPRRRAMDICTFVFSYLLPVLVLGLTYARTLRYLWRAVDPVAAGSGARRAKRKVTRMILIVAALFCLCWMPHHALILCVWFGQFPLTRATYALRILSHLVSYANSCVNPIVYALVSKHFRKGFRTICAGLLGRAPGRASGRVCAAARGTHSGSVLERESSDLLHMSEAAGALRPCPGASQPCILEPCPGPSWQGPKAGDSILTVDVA
Yeast life ext = compounds extending yeast replicative lifespan, primary screen, S. cerevisiae, OD615 | 130,000 compounds, 0.68% hits | S. cerevisiae growth with nicotinamide; deaD strain in restrictive glucose medium | inhibition of the nicotinamide effect, % at 10 µM;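 active = inhibition above a set limit, placed 3 SD over the median of all compounds, cut at about 26% in these data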;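 also: 0% = nicotinamide-treated wells and 100% = cells grown without nicotinamide; some compounds called inactive have numbers as strong as hits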
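Buffer or medium: CSMM-D glucose medium, restrictive; test system: modified budding yeast, DeaD strain; compound: single dose 10 µM compound, 0.25% DMSO; schedule: culture preincubation 4 h, compound exposure 48 h, both 30 °C; detection: optical density (absorbance) at 615 nm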
Numbers without * were called inactive.

Screening Cc1ccc(S(=O)(=O)N(C)C)cc1NC(=O)COC(=O)c1c(C)noc1C returned Measles CPE 9.4, bCat KO growth 89.6, NPY-Y2 antag 1.0, MRP-1 activ -2.3, PTEN del growth 104.1, BB579 growth dn -36.4, GALR2 blocker 7.5 and Yeast life ext 5.0.
`O=C(c1ccc(CN2CCOCC2)cc1)N1CCN(c2ccccc2)CC1` gave Measles CPE 18.4, bCat KO growth 85.6, NPY-Y2 antag 0.0, MRP-1 activ -1.9, PTEN del growth 87.7, BB579 growth dn -13.0, E-sel TNF inh 3.7 and GALR2 blocker 10.6.
Cc1ccc(S(=O)(=O)c2nc(S(=O)(=O)c3ccc(C)cc3)c(NCc3ccco3)s2)cc1 was read as Measles CPE 21.8, bCat KO growth 84.5, NPY-Y2 antag 2.6, MRP-1 activ -3.5, PTEN del growth 78.2, BB579 growth dn -27.6, E-sel TNF inh 8.6, Phagocyt inh -5.2, GALR2 blocker -4.1 and Yeast life ext -0.9.
`Cc1cc(C)nc(NC(=O)NS(=O)(=O)N2CCCCCC2)n1` gave Measles CPE 8.1, bCat KO growth 95.4, NPY-Y2 antag 2.5, MRP-1 activ -2.4, PTEN del growth 93.3, BB579 growth dn -14.8, Phagocyt inh -2.6, GALR2 blocker 4.4 and Yeast life ext -2.1.
For COC(=O)c1ccc(C(=O)OC)c(NC(=O)CCc2ccc(C)o2)c1 the results were Measles CPE 26.5, bCat KO growth 72.2, NPY-Y2 antag 5.1, MRP-1 activ -2.0, PTEN del growth 80.2, BB579 growth dn -2.7, E-sel TNF inh -14.1, Phagocyt inh 0.8, GALR2 blocker -4.3 and Yeast life ext -21.1.
For Cc1cc(NS(=O)(=O)c2ccc(NC(=O)CCN3C(=O)c4ccccc4C3=O)cc2)no1 the results were Measles CPE 1.3, bCat KO growth 99.6, NPY-Y2 antag 2.4, MRP-1 activ 1.6, PTEN del growth 103.1, BB579 growth dn -28.1, E-sel TNF inh -9.3, Phagocyt inh 0.3, GALR2 blocker 7.9 and Yeast life ext -12.1.
CN(c1ccc(C(=O)NCc2ccccn2)cc1)S(C)(=O)=O was read as Measles CPE 4.0, bCat KO growth 89.5, NPY-Y2 antag 0.6, MRP-1 activ -2.9, PTEN del growth 100.6, BB579 growth dn -26.6, E-sel TNF inh -3.8, GALR2 blocker 15.1 and Yeast life ext 2.0.
For COc1cc(CC(=O)Nc2ccc3c(c2)CCC3)cc(OC)c1OC the results were Measles CPE 0.7, bCat KO growth 63.5, NPY-Y2 antag 4.3, MRP-1 activ -2.5, PTEN del growth 75.0, BB579 growth dn -29.3, E-sel TNF inh -11.1, Phagocyt inh -7.8, GALR2 blocker -0.8 and Yeast life ext 6.6.
For COc1cc2c(cc1OC)-c1cc(OCCN3CCOCC3)nc(=O)n1CC2 the results were Measles CPE 14.4, bCat KO growth 91.6, NPY-Y2 antag 3.6, MRP-1 activ -2.0, PTEN del growth 104.6, BB579 growth dn 8.0, Phagocyt inh -3.1, GALR2 blocker -8.5 and Yeast life ext -11.8.
Cc1ccc(C(=O)COC(=O)c2cccc(N3C(=O)c4c(C)nc5ccccc5c4C3=O)c2)cc1C was read as Measles CPE 15.5, bCat KO growth 92.3, NPY-Y2 antag 4.1, MRP-1 activ -1.2, PTEN del growth 96.6, BB579 growth dn -31.3, E-sel TNF inh -3.2, Phagocyt inh -8.3, GALR2 blocker -2.2 and Yeast life ext -1.2.
CCC1OC2(C)OC(=N)C1(C#N)C(C#N)(C#N)C2c1ccccc1 (stereo not given) was read as Measles CPE -0.1, bCat KO growth 102.3, NPY-Y2 antag 1.6, MRP-1 activ -3.5, PTEN del growth 86.9, BB579 growth dn -13.0, E-sel TNF inh 23.2, GALR2 blocker -5.8 and Yeast life ext 1.2.
CCN(CC)c1nc(N)c2c(N)nc3c(c2c1C#N)CC(c1ccccc1)O3 (stereo not given) was read as Measles CPE 4.0, bCat KO growth 78.2, NPY-Y2 antag 12.1, MRP-1 activ -0.7, PTEN del growth 61.9, BB579 growth dn -25.0, E-sel TNF inh 12.4, Phagocyt inh 0.8, GALR2 blocker -0.9 and Yeast life ext -19.9.
Screening CCOC(=O)N1CCN(C(=O)c2ccc3c(c2)sc2nc(-c4ccc(OC)cc4)cn23)CC1 returned Measles CPE 63.4*, bCat KO growth 95.1, NPY-Y2 antag 2.1, MRP-1 activ -1.4, PTEN del growth 84.7, BB579 growth dn -59.3, Phagocyt inh 0.3, GALR2 blocker -0.2 and Yeast life ext -21.7.
COc1ccc(N2C(N)=C(C#N)C(c3cccnc3)C3=C2CC(C)(C)CC3=O)cc1 (stereo not given) was read as Measles CPE 36.8, bCat KO growth 68.7, NPY-Y2 antag 5.3, MRP-1 activ -5.2, PTEN del growth 67.3, BB579 growth dn -2.0, E-sel TNF inh 8.1, Phagocyt inh 0.3, GALR2 blocker 5.8 and Yeast life ext -6.2.
`Nc1c(C(=O)NCc2ccccc2)sc2nc(N3CCOCC3)c3c(c12)CCCC3` gave Measles CPE -1.2, bCat KO growth 69.0, NPY-Y2 antag -3.3, MRP-1 activ 0.8, PTEN del growth 77.1, BB579 growth dn -11.3, E-sel TNF inh -31.0, Phagocyt inh -4.1, GALR2 blocker -3.5 and Yeast life ext -15.8.
Screening O=C(CSc1nnc(-c2ccco2)n1-c1ccccc1)NCCc1ccccc1 returned Measles CPE 7.2, bCat KO growth 99.1, NPY-Y2 antag 6.1, MRP-1 activ -1.4, PTEN del growth 93.5, BB579 growth dn -14.3, Phagocyt inh -0.9, GALR2 blocker 8.3 and Yeast life ext -5.7.
O=S(=O)(O)c1nc2ccccc2n1CCOc1ccccc1 was read as Measles CPE 7.6, bCat KO growth 98.8, NPY-Y2 antag 4.7, MRP-1 activ 0.7, PTEN del growth 96.7, BB579 growth dn -13.6, E-sel TNF inh -12.1, Phagocyt inh 0.6, GALR2 blocker 3.1 and Yeast life ext -15.5.
For Cn1ncc(Cl)c1C(=O)NCc1cc(C(C)(C)C)n[nH]1 the results were Measles CPE 23.4, bCat KO growth 84.0, NPY-Y2 antag -1.0, MRP-1 activ 0.1, PTEN del growth 91.4, BB579 growth dn -3.5, Phagocyt inh 5.5, GALR2 blocker 3.1 and Yeast life ext -1.9.
`CCCn1c(=N)n(CCOc2ccc(OC)cc2)c2ccccc21` gave Measles CPE 2.1, bCat KO growth 62.2, NPY-Y2 antag 15.6, MRP-1 activ -2.1, PTEN del growth 66.6, BB579 growth dn -46.3, E-sel TNF inh -11.6, Phagocyt inh -0.8, GALR2 blocker 16.8 and Yeast life ext -13.9.
Screening CCOC(=O)c1nnc(-c2ccccc2)nc1Oc1ccccc1Cl returned Measles CPE 19.1, bCat KO growth 98.9, NPY-Y2 antag 0.8, MRP-1 activ 5.2*, PTEN del growth 106.4, BB579 growth dn -57.2, E-sel TNF inh 25.1, Phagocyt inh -0.8, GALR2 blocker 7.2 and Yeast life ext 5.5.

Random excerpt: two compounds from above, in no set order.
`CCCn1c(=N)n(CCOc2ccc(OC)cc2)c2ccccc21` gave Measles CPE 2.1, bCat KO growth 62.2, NPY-Y2 antag 15.6, MRP-1 activ -2.1, PTEN del growth 66.6, BB579 growth dn -46.3, E-sel TNF inh -11.6, Phagocyt inh -0.8, GALR2 blocker 16.8 and Yeast life ext -13.9.
Screening CCOC(=O)c1nnc(-c2ccccc2)nc1Oc1ccccc1Cl returned Measles CPE 19.1, bCat KO growth 98.9, NPY-Y2 antag 0.8, MRP-1 activ 5.2*, PTEN del growth 106.4, BB579 growth dn -57.2, E-sel TNF inh 25.1, Phagocyt inh -0.8, GALR2 blocker 7.2 and Yeast life ext 5.5.

Other results:
CCn1c(SCCC#N)nnc1-c1ccncc1 was read as Measles CPE 4.5, bCat KO growth 105.0, NPY-Y2 antag 2.9, MRP-1 activ -1.5, PTEN del growth 94.6, BB579 growth dn -18.8, E-sel TNF inh -3.5, Phagocyt inh -3.0, GALR2 blocker -1.3 and Yeast life ext -3.0.
`COc1cccc(OCCCCN2CCCCC2)c1` gave Measles CPE 7.9, bCat KO growth 90.4, NPY-Y2 antag 0.8, MRP-1 activ -1.2, PTEN del growth 93.2, BB579 growth dn 2.3, E-sel TNF inh -2.8, Phagocyt inh -0.6, GALR2 blocker 0.3 and Yeast life ext 2.3.
For O=C(Nc1cccc(F)c1)c1cc(S(=O)(=O)N2CCC(C(=O)O)CC2)ccc1F the results were Measles CPE 26.0, bCat KO growth 102.8, NPY-Y2 antag 2.6, MRP-1 activ -1.0, PTEN del growth 103.7, BB579 growth dn -11.1, Phagocyt inh -2.9, GALR2 blocker 6.7 and Yeast life ext -5.1.
For COC(=O)/C(=C/c1ccco1)NC(=O)c1ccccc1 the results were Measles CPE 7.0, bCat KO growth 86.5, NPY-Y2 antag 0.6, MRP-1 activ -0.5, PTEN del growth 96.7, BB579 growth dn -16.0, Phagocyt inh -2.6, GALR2 blocker 4.2 and Yeast life ext 6.5.
Screening O=C(Nc1ccccc1C(=O)NC(Cc1ccccc1)C(=O)NC1CCCCC1)c1ccccc1 (stereo not given) returned Measles CPE 3.5, bCat KO growth 81.5, NPY-Y2 antag 9.4, MRP-1 activ -1.8, PTEN del growth 84.6, BB579 growth dn -19.9, Phagocyt inh -6.4, GALR2 blocker 2.0 and Yeast life ext -0.9.
COc1cccc(NC(=O)Cc2nc(-c3ccccc3)sc2-c2ccc(C)cc2)c1 was read as Measles CPE 9.4, bCat KO growth 72.3, NPY-Y2 antag 0.0, MRP-1 activ -0.4, PTEN del growth 63.2, BB579 growth dn -26.2, E-sel TNF inh 3.8, Phagocyt inh 2.3, GALR2 blocker 2.0 and Yeast life ext -3.4.
Screening COc1ccc(-c2nc(CS(=O)CC(=O)NCC3CCCO3)c(C)o2)cc1 (stereo not given) returned Measles CPE 22.6, bCat KO growth 100.3, NPY-Y2 antag 2.7, MRP-1 activ -2.0, PTEN del growth 97.5, BB579 growth dn 21.6, E-sel TNF inh -8.6, Phagocyt inh -0.2, GALR2 blocker 5.8 and Yeast life ext -4.2.
COc1ccc(CNC(=O)C2CC(c3ccccc3[N+](=O)[O-])=NO2)cc1 (stereo not given) was read as Measles CPE 35.8*, bCat KO growth 103.5, NPY-Y2 antag 2.5, MRP-1 activ -1.5, PTEN del growth 92.8, BB579 growth dn -8.0, E-sel TNF inh 2.4, GALR2 blocker -1.6 and Yeast life ext -23.8.
CCOC(=O)c1cnc(Nc2nc3ccccc3o2)nc1C was read as Measles CPE 8.8, bCat KO growth 25.0, NPY-Y2 antag -0.1, MRP-1 activ -2.0, PTEN del growth 19.3, BB579 growth dn -9.4, E-sel TNF inh -5.9, Phagocyt inh 0.6, GALR2 blocker 0.3 and Yeast life ext -4.8.
